PPC-1+TRAIL kill: compounds killing PPC-1 cancer cells with TRAIL present, primary screen, TRAIL potentiator project, ATPLite luminescence, uHTS; actives 0.41% (n = 220,000); cell killing (% activity), % at 4 µM; AID 1443, 2008; PPC-1 cells + TRAIL, ATPLite viability luminescence;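 active = cell killing above 50% in the first pass at 4 µM, then a duplicate retest at 5 µM averaging 50% or more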;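 note: plate controls were cells with TRAIL plus DMSO for no effect and medium-only wells lacking cells for full effect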
TNF death inh: inhibitors of TNF-alpha triggered necroptosis, primary screen, cell-based, Jurkat FADD-/-, single concentration | Jurkat FADD-/- TNF necroptosis rescue, ATP luminescence, 24 h; 0 = TNF only, 100 = no-TNF cells | activation (protection from cell death), % at 10 µM | actives 0.068% (n = 220,000) | AID 463075, 2010;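 active = activation, meaning protection from cell death, of at least 50% relative to plate controls; inactive = activation below 50%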;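 note: necroptosis triggered by 40 ng/mL TNF-alpha added together with compound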
CHOP inhibitor: inhibitors of CHOP promoter induction, primary screen, cell-based, unfolded protein response, luciferase reporter | actives 3.8% (n = 220,000) | CHO-K1 CHOP-promoter luciferase, tunicamycin-induced, 15-18 h | inhibition, % at 10 µM;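 active = compounds that reduced the stress-induced luciferase reporter signal by more than about 70% of percent inhibition, limit read from the data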;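 note: 0% = tunicamycin plus vehicle and 100% = wells without tunicamycin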
p47phox inh: p47phox/p22phox peptide binding inhibitors, primary screen, biochemical, uHTS, NADPH oxidase regulatory subunit; Neutrophil cytosol factor 1 (Homo sapiens), P14598; fluorescence polarization, 2 h; inhibition, % at 24.7 µM; actives 0.53% (n = 220,000); AID 1274, 2008;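 active = inhibition above about 30%, limit read from the data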;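 note: 0% = p47phox with labelled peptide and 100% = labelled peptide alone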
Mdm2 ligase inh: MDM2-luciferase reporter signal enhancers, primary screen, MDM2 E3 ligase inhibitor project, cell-based, luminescence, 1536-well; E3 ubiquitin-protein ligase Mdm2 (Homo sapiens), Q00987; cell-based MDM2 ubiquitination luciferase reporter, 2 h; 0 = plate control, 100 = twice control, blank-subtracted; actives 0.11% (n = 210,000); AID 1230, 2008; signal enhancement, % at 5 µM;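 active = signal enhancement of 30% or more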;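 note: luminescence tracks abundance of the self-degrading MDM2-luciferase fusion protein; higher signal means inhibition of MDM2 E3 ligase activity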
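Material: Stable MDM2–luciferase fusion reporter cells | Amount: 2000 cells seeded into each well | Dosing: One concentration, 5 µM, with 0.2% DMSO | Incubation: 4 h cell settling then 2 h compound exposure, 37 °C | Measured by: Luciferase luminescence | Read-out basis: % enhancement relative to plate controls after blank subtraction | Benchmarks: Control and blank well means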
TRPML3 ag: human TRPML3 channel agonists, primary screen, cell-based, HEK293 TRPML3-YFP, Fluo-8 calcium fluorescence, 3 µM. Mucolipin-3 (Homo sapiens), Q8TDD5. 100% = the carbachol control signal. activation, % at 3 µM. actives 0.29% (n = 220,000);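 active = activation above its plate's cutoff, the mean activation of the plate's test wells plus 3 SD, cut at about 12% in these data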;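 note: 0% = DMSO only wells and 100% = carbachol wells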
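system = HEK293 cells stably carrying human TRPML3-YFP | doses = one concentration, 3 µM nominal, 0.3% DMSO | timing = dye loading 1 h 37 °C then 30 min ambient, 125 s read | detection = Fluo-8 calcium dye fluorescence, ex 470-495, em 515-575 nm | benchmarks = high control carbachol 87 µM, low control DMSO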
EBV gp42 block: Epstein-Barr virus gp42 inhibitors, primary screen, biochemical, uHTS, fluorescence polarization. Glycoprotein 42 (Epstein-Barr virus (strain AG876)), Q1HVG2. Fluorescence polarization binding assay, mP read-out. inhibition, % (tested at 21.74 µM). actives 0.42% (n = 220,000). AID 1085, 2008; in the data active = inhibition above about 50%
Target sequence (Q1HVG2 whole entry, looked up): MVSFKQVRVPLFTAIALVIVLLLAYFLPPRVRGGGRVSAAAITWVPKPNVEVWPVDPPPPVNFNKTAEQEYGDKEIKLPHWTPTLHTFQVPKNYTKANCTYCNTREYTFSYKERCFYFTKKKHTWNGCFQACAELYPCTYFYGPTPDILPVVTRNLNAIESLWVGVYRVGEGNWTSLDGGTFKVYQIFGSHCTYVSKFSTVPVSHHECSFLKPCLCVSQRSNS
TRPN1 ag: zebrafish TRPN1 channel agonists, primary screen, cell-based, HEK293, calcium fluorescence. activation, % at 3 µM. HEK293 zebrafish TRPN1-YFP, Fluo-8 calcium fluorescence; 100% = response to 87 µM carbachol. actives 0.18% (n = 220,000). transient receptor potential cation channel N1 (TRPN1/NompC), Danio rerio;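 active = activation above its plate's cutoff, the mean activation of test wells on that plate plus 3 SD, cut at about 19% in these data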;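 note: 0% = DMSO alone and 100% = 87 µM carbachol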
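Material: zebrafish TRPN1-YFP in HEK293 cells; Doses: single test compound dose, 3 µM nominal, 0.3% DMSO; Timing: dye loading 1 h at 37 °C, then 30 min room temperature; Technique: intracellular calcium fluorescence with Fluo-8; Benchmarks: high carbachol 87 µM, low DMSO alone.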
Runt-SMMHC FRET: inhibitors of RUNX1 Runt–CBFb-SMMHC binding, primary screen, biochemical, FRET, Cerulean-Runt, Venus-CBFb-SMMHC, uHTS; Runt-related transcription factor 1 (Homo sapiens) + Core-binding factor subunit beta …; Cerulean-Runt/Venus-CBFb-SMMHC FRET ratio 530/480, 1 h; inhibition, % at 20 µM; actives 0.74% (n = 220,000); AID 1434, 2008;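 active = mean inhibition across duplicate retests at 20 µM reaching about 50%, limit read from the data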;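 note: 0% = DMSO wells and 100% = wells with excess untagged CBFb-SMMHC; inhibitors lower the FRET ratio by blocking Runt binding to CBFb-SMMHC; some results filed as inactive read as strong as hits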
Target sequence (Q01196 whole entry, looked up): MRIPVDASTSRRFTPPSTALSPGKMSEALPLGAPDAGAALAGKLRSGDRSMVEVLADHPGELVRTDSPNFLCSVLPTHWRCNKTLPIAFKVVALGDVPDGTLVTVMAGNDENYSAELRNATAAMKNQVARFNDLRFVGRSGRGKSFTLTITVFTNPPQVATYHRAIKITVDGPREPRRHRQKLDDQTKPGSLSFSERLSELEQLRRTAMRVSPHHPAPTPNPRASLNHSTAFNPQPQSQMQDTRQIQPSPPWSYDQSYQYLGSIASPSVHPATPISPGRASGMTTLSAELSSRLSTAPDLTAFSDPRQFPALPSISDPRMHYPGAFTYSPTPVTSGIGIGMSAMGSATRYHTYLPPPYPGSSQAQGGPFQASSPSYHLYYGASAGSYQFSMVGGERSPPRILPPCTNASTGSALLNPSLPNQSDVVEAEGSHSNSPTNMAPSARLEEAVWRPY
Target sequence (Q13951 whole entry, looked up): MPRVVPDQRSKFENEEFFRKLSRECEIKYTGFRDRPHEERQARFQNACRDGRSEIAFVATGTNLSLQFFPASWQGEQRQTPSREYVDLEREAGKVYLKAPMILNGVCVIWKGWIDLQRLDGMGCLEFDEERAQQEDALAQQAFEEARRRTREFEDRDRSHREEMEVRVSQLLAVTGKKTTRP
Active calls of the source: *; nt = no result given.

SMILES,PPC-1+TRAIL kill,TNF death inh,CHOP inhibitor,p47phox inh,Mdm2 ligase inh,TRPML3 ag,EBV gp42 block,TRPN1 ag,Runt-SMMHC FRET
C[C@@H]1NC(=O)c2cc([N+](=O)[O-])cc(I)c2OCC[C@@H](C(=O)NC(CC(=O)O)C(N)=O)NC(=O)[C@H](CC(N)=O)NC1=O (some centres undefined),0,0.7,-15,-2,nt,0.9,-4,2.4,-2
Cc1ccc(N2C(=O)C3C4C=CC(C4)C3C2=O)cc1 (centres undefined),-24,4.9,-8,-8,-11,-0.1,-20,0.5,1
Cc1cc(C(C)(C)C)oc1C(=O)NCCCNC(=O)c1oc(C(C)(C)C)cc1C,3,1.4,96*,-16,-2,0.8,-2,-1.1,-14
Cc1nnc(Cl)c2nn(-c3ccccc3F)c(C)c12,0,0.7,8,-10,1,0.4,-5,-0.3,-2
COc1ccc(CCNS(=O)(=O)c2cccc(S(=O)(=O)N3CCCC3)c2)cc1OC,6,1.7,2,-5,-2,1.4,-7,3.2,-1
CC(CC(=O)NCC1CCCO1)c1ccccc1 (centres undefined),-8,0.6,0,-6,-9,0.5,-4,-0.5,1
Cc1ccc(-n2c(O)c(/C=N/c3ncn[nH]3)c3ccccc3c2=O)cc1,25,1.1,34,nt,-2,0.9,-6,-0.2,20
Cc1ccccc1C(=O)Nc1ccccc1,22,-2.9,13,-9,-20,0.5,-6,0.5,4
CCOC(=O)C1(Cc2ccccc2)CCCN(C2CCCC2)C1 (centres undefined),14,0.1,11,2,11,-0.5,-10,-1.6,3
Cc1ccccc1NS(=O)(=O)c1cc(S(C)(=O)=O)ccc1Cl,24,-0.9,-7,2,-9,1.4,-5,1.9,3
Cc1cccc(Nc2nnc(SCC(=O)Nc3ccccc3[N+](=O)[O-])s2)c1,31,2.5,10,-1,-19,0.2,9,3.1,2
CCOC(=O)Cn1c(CN2CCOCC2)nc2c1c(=O)[nH]c(=O)n2C,nt,1.0,8,-2,-12,0.7,3,-0.4,-7
Cc1ccc(C2CC(c3ccc(Cl)cc3)n3nc(N)nc3N2)cc1 (centres undefined),23,-0.3,37,-6,-1,0.0,-10,3.6,1
Cc1cc(C)nc(NS(=O)(=O)c2ccc(NC(=O)Nc3ccccc3)cc2)n1,-6,2.7,-9,-8,-2,0.6,-8,0.8,0
Cn1nc(-c2ccc(N3CCOCC3)c(NS(=O)(=O)c3ccc(Cl)cc3)c2)c2ccccc2c1=O,8,-1.5,30,-22,-12,-0.1,-9,0.1,-6
CC(NC(=O)c1ccc(Cn2cc([N+](=O)[O-])cn2)cc1)c1ccccc1 (centres undefined),15,1.9,42,-4,2,1.6,-8,2.1,-5
CCCCN(C(C)=O)c1c(N)n(CCC)c(=O)n(CC(=O)Nc2cc(Cl)cc(Cl)c2)c1=O,8,1.1,5,-5,5,1.1,-9,0.9,3
COc1cc(NC(=O)C2CCCO2)c(C(=O)O)cc1OC (centres undefined),4,-1.5,37,-4,-11,-0.1,-3,-0.3,-8
CCOC(=O)N1CCC(N2C(=O)c3ccccc3C2Nc2ccc3c(C)cc(=O)oc3c2)CC1 (centres undefined),22,0.1,39,-4,-10,0.6,-9,0.6,11
CCOC(=O)Cc1csc(NC(=O)Cc2ccccc2[N+](=O)[O-])n1,-14,0.3,10,-4,-3,-0.3,-6,1.2,2
CC(C)N1C/C(=C/c2ccsc2)C(=O)/C(=C/c2ccsc2)C1,34,-5.4,66,-11,11,0.2,-6,-0.4,1
COC(=O)C(NC(=O)Nc1ccccc1OC)C(C)C (centres undefined),0,-2.3,-8,-11,4,0.7,3,0.4,0
COC(=O)CN1C(=O)Nc2ccc(C)cc2C1c1ccccc1 (centres undefined),3,0.0,-11,0,10,-0.3,-15,-0.2,1
CCC(=O)c1ccc(OCC(O)CNCc2ccc(F)cc2)cc1 (centres undefined),1,2.7,-4,1,-15,0.5,-4,0.4,-3
O=C(COC(=O)c1ccccc1)Nc1ccccc1Br,19,-0.3,7,2,-10,-0.4,-18,-1.5,-1
COc1ccc2cc(C(=O)COC(=O)COc3ccc4c(C)cc(=O)oc4c3)ccc2c1,2,1.7,-16,-1,-9,1.8,-18,0.5,-5
CC(C)(C)C(=O)Nc1nc2c(s1)CN(Cc1ccccc1)CC2,12,2.0,-25,-14,-59,0.1,-6,2.2,92*
O=C(COc1ccc(Cl)cc1Cl)NC(=O)N1CCOCC1,7,-0.9,-4,7,-7,-0.1,-1,-0.4,-5
CC(C)CC1CC(C)(c2csc(NNC(=O)c3ccccc3)n2)OC1=O (centres undefined),-2,-0.6,12,-8,-4,3.1,0,2.2,12
O=C(/C=C/c1cccc(F)c1)N1CCc2ccccc21,43,0.4,39,-18,-44,0.1,-13,-1.1,22

The list continues.
SMILES,PPC-1+TRAIL kill,TNF death inh,CHOP inhibitor,p47phox inh,Mdm2 ligase inh,TRPML3 ag,EBV gp42 block,TRPN1 ag,Runt-SMMHC FRET
CCNC(=O)c1c(NC(=O)C2COc3ccccc3O2)sc2c1CCCC2 (centres undefined),-1,2.5,0,-12,-19,0.5,-11,-0.4,0
O=[N+]([O-])c1ccc(C(O)CN=Cc2ccc(O)cc2O)cc1 (centres undefined),1,-0.1,16,-6,-13,1.8,3,1.9,4
Cc1cccc(N(C(=O)c2cnc3n(c2=O)CCS3)C2CCCCC2)c1,-4,-2.1,-2,-4,-1,-0.1,-12,0.1,5
Cc1cccc(NC(=O)C(C)Oc2ccccc2C)n1 (centres undefined),19,-0.7,16,-16,-3,-0.5,-17,-1.0,2
Cc1ccccc1NC(=S)NC(C)CCc1ccccc1 (centres undefined),15,-9.8,-15,-13,-13,-0.4,7,-1.5,0
COc1cc2c(cc1OC)CN(C1CC(=O)N(c3c(C)cccc3C)C1=O)CC2 (centres undefined),11,1.5,-5,-10,-9,1.1,-1,2.0,-6
CCCN1CCN(C(=O)c2cn(CC(C)C)c(=O)c3cc(OC)c(OC)cc23)CC1,11,2.0,-2,-2,-10,0.5,-12,-1.0,3
Cc1cc(/C=C(/C#N)C(=O)Nc2ccccc2)c(C)n1-c1cccnc1,27,-2.8,-23,-13,3,0.0,-4,2.5,1
CCOC(=O)C(/C=C(\C#N)C(=O)OCC)=C(/N)N1CCN(c2c(C)cccc2C)CC1,15,1.3,18,-3,-12,-0.2,2,-0.1,-1
CCN(Cc1ccccc1)c1ccc(N=Nc2nn(C)c(C)c2[N+](=O)[O-])cc1,10,-2.0,-15,-12,-5,-1.3,-2,-2.8,-5
CCOC(=O)C(C)Oc1cccc2c(=O)n(CC(=O)Nc3cccc(OC)c3)ccc12 (centres undefined),4,2.4,23,-4,-8,1.0,-9,1.6,-2
COc1ccc(Cl)cc1NC(=S)NNC(=O)C1(C)CC1(Cl)Cl (centres undefined),1,-0.4,-32,-4,-14,0.7,6,3.2,-1
COc1cc(NC(=O)CCC(=O)O)nc(OC)n1,17,-0.2,9,1,-18,0.1,-11,-0.3,-3
CC(=O)Nc1ccc(S(=O)(=O)N2CCN(c3cc4c(cc3[N+](=O)[O-])n(C)c(=O)n4C)CC2)cc1,24,-8.6,9,1,-2,0.2,6,-1.9,0
Cc1cc2c(=O)oc(-c3ccc(F)cc3)nc2s1,nt,-4.5,30,1,-15,0.1,-8,0.8,nt
O=C(COc1ncnc2ccccc12)c1ccc2c(c1)OCCO2,20,1.2,-10,-4,-25,0.1,4,-0.1,-2
COc1cc(O)c(CCO)c2c1C(=O)C[C@@H](C)O2,-6,-0.2,5,-13,-11,0.7,-4,1.9,1
Cc1nnc(NN)n(N)c1=O,-12,5.3,4,3,-11,0.9,-2,-0.6,0
CCCCc1ccc(-n2nnnc2SCC(=O)Nc2cc(OC)c([N+](=O)[O-])cc2C)cc1,20,0.0,44,-5,5,0.1,-14,1.4,3
O=C(O)CSCCC(=O)Nc1ccc(F)cc1,-5,-1.8,38,-9,-5,0.9,-8,1.2,1

Taken from above.
CCN(Cc1ccccc1)c1ccc(N=Nc2nn(C)c(C)c2[N+](=O)[O-])cc1 – EBV gp42 block: -2
CCNC(=O)c1c(NC(=O)C2COc3ccccc3O2)sc2c1CCCC2 (centres undefined) – TRPN1 ag: -0.4
O=[N+]([O-])c1ccc(C(O)CN=Cc2ccc(O)cc2O)cc1 (centres undefined) – Mdm2 ligase inh: -13
